Apaf1 inhib: human Apaf-1 inhibition; reconstituted apoptosome caspase-3 activity, DEVD-Rh110 fluorescence; inhibition, % at 20 µM; 330,000 compounds, 0.71% hits; AID 489030; active means inhibition of at least 40% at 20 µM;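 further: plate controls were DMSO wells for no effect and DEVD-CHO caspase inhibitor wells for full effect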
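Assay system: Apoptosome proteins | Medium: pH 7.5 Hepes buffer with CHAPS, BSA, DTT | Also added: Cytochrome c and DEVD-Rh110 substrate | Times: 30 min plus 50 min, RT | Detection: Rhodamine 110 fluorescence at Ex 480/Em 540 nm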
SENP8 block-1: blocks the human protease SENP8; 330,000 compounds, 1.2% hits; Q96LD8; AID 2540; purified SENP8, Z-RLRGG-aminoluciferin cleavage, luminescence; inhibition, % at 10 µM; in the data active means inhibition above about 50%
SENP8 block-2: SENP8 (human) protease inhibition. inhibition, % at 20 µM. AID 602440. 360,000 compounds, 0.64% hits. recombinant SENP8, Nedd8 substrate fluorescence; in the data active means inhibition mostly above about 40%, no sharp cut-off; inactive means mostly below about 27%
SENP7 block: SENP7 protease inhibition | Q9BQF6 | recombinant SENP7, Z-RLRGG-aminoluciferin luminescence, 40 min | inhibition, % at 5 µM | 330,000 compounds, 1.5% hits | AID 434973;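 active means inhibition above about 50% at the single test dose, limit read from the data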;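 further: plate controls were DMSO with enzyme for no effect and no enzyme buffer wells for full effect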
SENP6 block: inhibitors of human SENP6 protease. AID 2599. inhibition, % at 10 µM. Recombinant SENP6 catalytic domain, aminoluciferin luminescence. 330,000 compounds, 1.8% hits;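 active means inhibition above about 50% at the single tested dose, limit read from the data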;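 further: plate controls were DMSO wells with enzyme for no effect and DMSO wells lacking enzyme for full effect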
UBC13 inh: blocks human UBC13 polyubiquitin chain formation; P61088; TR-FRET; inhibition, % at 20 µM; 330,000 compounds, 0.47% hits; AID 485273; in the data active means inhibition above about 45%, passing the limit was not always enough
SENP1 inh: blocks the human SENP1 SUMO protease catalytic domain. Q9P0U3. recombinant SENP1 catalytic domain, CyPet-SUMO1-YPet FRET cleavage. inhibition, % at 10 µM. 360,000 compounds, 0.21% hits;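 active means inhibition at least 30% at 10 µM, raw YFP signal under a set limit, fluorescence ratio 0.5 to 1.5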;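 further: 0% = enzyme with DMSO and 100% = no enzyme wells; some results filed as inactive read as strong as hits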
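Assay system – human recombinant His6-tagged SENP1 catalytic domain enzyme · Input – SENP1 enzyme, 20 pM final · Buffer or medium – Tris pH 8 buffer plus EDTA, NaCl, BME, BSA, NP40, catalase · Schedule – 50 min reaction at room temperature · Technique – FRET read of cyan and yellow fluorescence · Control set – no-enzyme wells low, DMSO-plus-enzyme wells high control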
A3G deaminase: APOBEC3G (human) deaminase inhibition; recombinant A3G, ssDNA deamination FAM/TAMRA fluorescence; Q9HC16; 330,000 compounds, 0.28% hits; inhibition, % at 20 µM;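 active means inhibition of at least 40% at 20 µM, with no more than 30% in the related APOBEC3A deaminase screen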;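 further: plate controls were DMSO wells with A3G for no effect and wells lacking A3G enzyme for full effect; some compounds called inactive have numbers as strong as hits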
* = called active by the depositor.

#1 COc1ccc(NC(=O)c2nn(C)cc2[N+](=O)[O-])cc1
#2 CCOC(=O)CSc1nc2cc(C(F)(F)F)cnc2n1C
#3 NC1=NC(=O)CC(C(=O)NCCc2ccccc2)S1 (configuration not stated)
#4 CCS(=O)(=O)Nc1cccc(C2=NN(S(C)(=O)=O)C(c3ccccc3)C2)c1 (configuration not stated)
#5 CC(C)C(=O)Nc1nnc(S(=O)(=O)N2CCc3ccccc32)s1
#6 COc1ccc(NC(=O)CSc2nc3sc(C)cc3c(=O)n2C)cc1
#7 O=C(O)c1cncc(C#Cc2ccccc2)c1
#8 O=C(CCCCC(=O)NNC(=O)COc1ccccc1)NNC(=O)COc1ccccc1
#9 O=C(c1ccc2ccccc2c1)N1CCN(S(=O)(=O)/C=C/c2ccccc2)CC1
#10 Cc1cc(N2CCN(c3ccccc3)CC2)nc2ccccc12

assay / compound,1,2,3,4,5,6,7,8,9,10
Apaf1 inhib,-6,1,11,-11,12,-3,0,5,22,4
SENP8 block-1,-9,-14,-14,4,-5,-4,-10,2,-3,3
SENP8 block-2,-2,27,10,-6,15,6,2,10,15,-339
SENP7 block,-11,-3,-6,1,3,-2,-5,-9,11,2
SENP6 block,-12,-17,-13,8,4,-12,-3,-3,8,10
UBC13 inh,-8,-1,-5,5,-9,8,-5,0,1,10
SENP1 inh,2,-1,3,-22,-5,2,1,-2,1,1
A3G deaminase,0,-10,-4,-7,-8,-4,-10,0,5,-2

#11 Cc1c(C(=O)O)sc(S(=O)(=O)N2CCN(C(=O)Cc3ccccc3)CC2)c1C(=O)O
#12 CCN(CC(=O)Nc1c(F)cccc1F)C(=O)c1cccc(S(=O)(=O)N2CCCCCC2)c1
#13 Cc1nc2nc(SCC(=O)N3CCOCC3)nn2c(C)c1Cc1c(F)cccc1Cl
#14 O=C(Cn1cnc2ccccc2c1=O)NC1CCS(=O)(=O)C1 (configuration not stated)
#15 COc1ccc(N=C2C(=Nc3ccc(OC)cc3)N(c3ccc(N(C)C)cc3)C(=S)N2c2ccc(OC)cc2)cc1
#16 COc1ccc(-c2nn(-c3ccccc3)cc2N)cc1
#17 CN1C(=O)/C(=C2\SC(N)=NC2=O)c2ccccc21
#18 Cn1c(CNC(=O)c2ccc(Cl)cc2)nnc1SCC(=O)NC1CCCC1
#19 Nc1nc(SCC(=O)N2CCCC2)[nH]c(=O)c1-c1ccccc1
#20 Cc1ccc(NC(=O)c2ccccc2)s1

assay / compound,11,12,13,14,15,16,17,18,19,20
Apaf1 inhib,-1,-3,5,-11,8,18,-4,0,-3,22
SENP8 block-1,3,-3,1,-5,-5,-3,8,5,-3,0
SENP8 block-2,16,-17,9,14,29,-396,43*,5,24,11
SENP7 block,1,9,2,-4,4,6,-6,6,1,-3
SENP6 block,-10,0,-10,-3,-3,21,-9,-15,-17,3
UBC13 inh,1,8,13,4,-53,-21,-103,3,6,-14
SENP1 inh,1,2,1,1,5,12,1,1,0,0
A3G deaminase,6,-8,7,-5,8,-2,1,-8,-3,16

#21 Nc1nc2nc[nH]c2c(=O)[nH]1
#22 Cc1ccc(C)c(CSCC(=O)NCc2cccs2)c1
#23 COc1cc(C(CC(=O)N2CCCC2)c2c(OC)cc(OC)c3c(-c4ccccc4)cc(=O)oc23)cc(OC)c1OC (configuration not stated)
#24 CCC(Sc1nc2n[nH]c(C)c2c(=N)n1-c1cccc(Cl)c1)C(=O)NCCOC (configuration not stated)
#25 Cn1cc(CCC(=O)N2CCCC(C(=O)c3cccc4ccccc34)C2)cn1 (configuration not stated)
#26 O=C(Cn1cnc2ccccc2c1=O)NCCC(=O)Nc1ccc2c(c1)OCCO2
#27 O=c1c(-c2n[nH]c(=S)o2)cccn1Cc1ccccc1
#28 CC(NC(=O)COC(=O)C12CC3CC(CC(O)(C3)C1)C2)c1ccccc1 (configuration not stated)
#29 Cc1ccc(NC(=O)CN2C(=O)NC3(CCc4ccccc43)C2=O)cc1 (configuration not stated)
#30 Cc1ccc(NC(=O)CSc2nc3ccccc3c(=O)n2CCCC(=O)N2CCCC2)cc1

assay / compound,21,22,23,24,25,26,27,28,29,30
Apaf1 inhib,-3,0,15,6,2,4,0,6,-9,23
SENP8 block-1,-2,0,-32,5,-15,-3,2,-11,-2,1
SENP8 block-2,8,4,-53,-5,-215,18,-394,20,29,3
SENP7 block,10,3,5,6,0,5,-7,-10,-7,1
SENP6 block,1,5,-25,-13,-8,-7,-1,-7,6,1
UBC13 inh,7,11,-1,0,-5,11,11,-10,8,-4
SENP1 inh,2,2,2,0,-35,0,-4,1,2,2
A3G deaminase,-3,-1,7,-4,-4,-1,-4,-8,-2,-1

#31 CCOC(=O)c1c(-c2ccc(-c3ccccc3)cc2)csc1NC(=O)C1C2CCC(O2)C1C(=O)O (configuration not stated)
#32 Cc1ccc(C(=O)Cc2nnc(C)s2)cc1
#33 O=C(Cc1ccc([N+](=O)[O-])cc1)N/N=C/c1ccccc1F
#34 COc1ccc(NC(=O)CN(C)C(=O)c2cc3c(cc2Cl)N2CCCCCC2=NS3(=O)=O)cc1
#35 CC(C)COc1cccc(C(=O)NC(=S)Nc2cccc(NC(=O)c3ccccc3Cl)c2)c1
#36 CC(C)(CO)NC(=O)CCCOc1ccc(Cl)cc1Cl
#37 Cc1c(C(=O)NNC(=O)c2cccnc2)cccc1[N+](=O)[O-]
#38 CCCOc1ccc(C(=O)Nc2ccc(S(=O)(=O)N3C[C@@H]4C[C@@H](C3)c3cccc(=O)n3C4)cc2)cc1
#39 CCOc1ccccc1C(=O)Nc1cnn(Cc2ccc(F)cc2)c1
#40 CCc1ccc(S(=O)(=O)Nc2ccc(-c3ccc4nncn4n3)cc2)s1

assay / compound,31,32,33,34,35,36,37,38,39,40
Apaf1 inhib,20,-9,-13,0,4,-10,-7,11,-6,7
SENP8 block-1,11,-4,-9,-3,-11,-18,1,5,5,2
SENP8 block-2,-42,16,27,11,18,5,36,-5,11,-372
SENP7 block,-3,2,-1,-5,-7,-6,0,7,2,7
SENP6 block,2,-4,-5,-9,-9,-1,-4,0,4,1
UBC13 inh,-14,8,9,-5,-12,-2,10,16,4,4
SENP1 inh,1,0,2,-1,3,0,2,-2,2,12
A3G deaminase,-5,-1,-10,-12,-7,-9,-6,-9,-21,-5

#41 Cc1cccc2sc(N(CCCN(C)C)C(=O)c3ccc(C(=O)c4ccccc4)cc3)nc12
#42 CCc1nn(C(C)C(=O)NCCc2ccc(OC)c(OC)c2)c(=O)c2cc3occc3n12 (configuration not stated)
#43 CN(C)S(=O)(=O)N1CCC(CO)(Cc2cccc(C(F)(F)F)c2)CC1
#44 COc1ccc(N/C(=N\c2nc(C)cc(C)n2)NC(C)=O)cc1OC
#45 O=C1c2ccccc2C(=O)N1CNc1ccccc1
#46 O=C(NC(n1ccc(=O)[nH]c1=O)C(Cl)(Cl)Cl)C12CC3CC(CC(C3)C1)C2 (configuration not stated)
#47 Cn1c(=O)c2c(O)c([N+](=O)[O-])c(=O)n(C)c2n(C)c1=O
#48 Cc1ccc2[nH]c(=O)c(CN(C(=O)c3cccs3)c3ccccc3)cc2c1
#49 O=C(NCC1CCCN1S(=O)(=O)c1cccs1)c1cccc([N+](=O)[O-])c1 (configuration not stated)
#50 COc1ccccc1C1CC(c2ccc(NS(C)(=O)=O)cc2)=NN1S(=O)(=O)c1ccccc1 (configuration not stated)

assay / compound,41,42,43,44,45,46,47,48,49,50
Apaf1 inhib,31,-1,3,9,4,1,-17,-2,7,0
SENP8 block-1,-4,-2,-6,-6,6,-1,-1,-8,-7,6
SENP8 block-2,5,14,6,-17,8,20,24,-56,-4,12
SENP7 block,3,-5,-7,4,0,12,-9,4,-10,-7
SENP6 block,-15,7,-26,-6,10,-6,4,10,-25,-8
UBC13 inh,29,4,-9,3,-1,1,-3,3,-7,-7
SENP1 inh,0,-1,-1,3,-4,1,3,0,11,-1
A3G deaminase,3,-3,-5,-3,-3,0,-6,-6,0,-6

#51 Cc1ccc(CNC(=O)C2CCC(=O)N(CCc3cccc(F)c3)C2)cc1 (configuration not stated)
#52 CCOC(=O)CSc1nc(-c2ccccc2)cc(C(F)(F)F)n1
#53 CCC(CO)Oc1cc(NCc2ccccn2)c2ncn(C(C)C)c2c1 (configuration not stated)
#54 COCCNC(=O)COC(=O)/C=C/c1cnc2ccccc2n1
#55 CC(=O)c1ccc(-c2nnc(CCC(=O)N(C)Cc3cccc4cnccc34)o2)s1
#56 CCOC(=O)c1c(-c2ccccc2)csc1NC(=O)c1ccc(S(=O)(=O)N2CC(C)OC(C)C2)cc1 (configuration not stated)
#57 CN(CCOC(=O)c1ccccc1)Cc1ccccc1
#58 CC(=O)N(C)c1ccc(NC(=O)N2CCOCC2)cc1
#59 COCCNS(=O)(=O)c1ccc(-c2ccc(C)cc2)cc1
#60 CCCn1c(SCC(=O)Nc2ccc(C(=O)Nc3ccccc3OC)cc2)n[nH]c1=O
#61 COc1ccc(N2CC(C(=O)OCC(=O)c3ccc(C)cc3)CC2=O)cc1 (configuration not stated)
#62 COCCNC(=O)C(=O)N/N=C(\C)CC(=O)Nc1ccc(Cl)cc1Cl

assay / compound,51,52,53,54,55,56,57,58,59,60,61,62
Apaf1 inhib,20,13,-1,-6,-7,3,3,-1,-10,-2,1,-3
SENP8 block-1,-4,-4,5,1,-5,-10,-11,-6,1,-7,3,-4
SENP8 block-2,1,11,6,8,7,-64,20,-2,15,0,31,22
SENP7 block,11,9,7,-1,3,-7,-5,5,10,-7,-2,3
SENP6 block,-18,-10,8,6,-15,-17,-5,-29,-5,-15,0,-2
UBC13 inh,-4,12,4,-25,-4,8,-10,-5,21,1,2,-7
SENP1 inh,1,1,-100,0,-1,1,-1,-1,0,3,1,-2
A3G deaminase,1,-4,-10,-6,-5,-7,1,-4,-5,8,2,-5

Screens from PubChem.

This is a random part of the collection; 3.6% or so of the library scored in one or more.
